TNAP inh hi DEA: inhibitors of human TNAP at high phosphate acceptor concentration; P05186; purified TNAP, CDP-star luminescence, 1 M DEA; inhibition, % at 20 µM; 200,000 tested, 0.03% active; AID 1135;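 active means over 50% inhibition of tissue-nonspecific alkaline phosphatase at 20 µM in the single-dose screen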;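 further: plate controls were DMSO wells for no effect and EDTA-quenched wells as full inhibition for full effect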
Target sequence (P05186 whole entry, looked up): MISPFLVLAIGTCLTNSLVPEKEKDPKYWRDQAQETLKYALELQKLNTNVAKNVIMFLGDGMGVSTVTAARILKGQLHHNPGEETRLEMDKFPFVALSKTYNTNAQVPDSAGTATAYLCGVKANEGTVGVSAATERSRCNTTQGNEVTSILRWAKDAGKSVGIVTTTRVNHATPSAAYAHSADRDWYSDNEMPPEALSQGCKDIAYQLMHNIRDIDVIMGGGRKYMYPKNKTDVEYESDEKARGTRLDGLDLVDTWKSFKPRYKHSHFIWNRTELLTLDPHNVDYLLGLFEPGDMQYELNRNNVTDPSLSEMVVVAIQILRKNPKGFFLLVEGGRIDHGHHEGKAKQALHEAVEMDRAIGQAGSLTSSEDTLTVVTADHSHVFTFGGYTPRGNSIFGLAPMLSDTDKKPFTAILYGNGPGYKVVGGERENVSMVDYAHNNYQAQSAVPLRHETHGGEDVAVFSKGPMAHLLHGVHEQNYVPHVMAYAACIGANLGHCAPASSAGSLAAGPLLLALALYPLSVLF
SRC2 TRFRET art: TR-FRET artefact, counter-screen to PPARgamma/SRC-2 agonist assay | stronger effect = higher value | TR-FRET ratio at 8 µM | 200,000 tested, 0.4% active | AID 1049; in the data active means TR-FRET ratio above about 2000; further: inactives centre near 1500
PPARg SRC3 recr: promotes SRC-3 coactivator recruitment by human PPARgamma; 200,000 tested, 0.26% active; activation, % at 8 µM; biochemical PPARgamma/SRC-3 coactivator recruitment assay; in the data active means activation above about 23%;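 further: 0% = DMSO and 100% = reference agonist; some compounds past the cut are filed as inactive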
Target sequence (P37231 whole entry, looked up): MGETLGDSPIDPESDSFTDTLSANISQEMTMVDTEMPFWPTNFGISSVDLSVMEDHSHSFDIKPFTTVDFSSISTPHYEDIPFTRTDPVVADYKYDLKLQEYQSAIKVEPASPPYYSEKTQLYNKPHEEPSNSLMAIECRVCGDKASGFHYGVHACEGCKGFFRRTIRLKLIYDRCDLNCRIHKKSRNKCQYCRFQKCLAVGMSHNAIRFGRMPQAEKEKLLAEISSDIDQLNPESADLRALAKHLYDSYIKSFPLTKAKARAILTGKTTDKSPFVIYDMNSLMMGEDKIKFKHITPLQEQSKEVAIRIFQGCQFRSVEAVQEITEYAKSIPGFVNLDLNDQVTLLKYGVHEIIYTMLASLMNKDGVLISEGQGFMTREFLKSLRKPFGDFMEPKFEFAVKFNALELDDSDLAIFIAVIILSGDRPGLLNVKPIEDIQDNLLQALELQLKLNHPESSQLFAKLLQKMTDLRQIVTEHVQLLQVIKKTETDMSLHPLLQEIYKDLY
bIAP inhibitor: intestinal alkaline phosphatase (bovine) inhibition; purified bovine IAP, CDP-star luminescence, 30 min; inhibition, % at 20 µM; 190,000 tested, under 10 active; AID 1019;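 active means over 50% inhibition of intestinal alkaline phosphatase at 20 µM in the single-dose screen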
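Incubation: 30 min reaction at room temperature / Material: purified bovine intestinal alkaline phosphatase (IAP) enzyme / Input: enzyme at 1/65,000,000 dilution / Dosing: 20 µM single dose / Signal: CDP-star luminescence signal / Reagent: CDP-star chemiluminescent phosphatase substrate, 30 µM final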
Efa HMGR inh: blocks class II HMG-CoA reductase of Enterococcus faecalis. 190,000 tested, 0.41% active. inhibition, % at 10 µM. purified E. faecalis HMGR, NADPH absorbance 340 nm kinetic;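 active means inhibition above a set limit, the median over all tested compounds plus 3 SD, cut at about 9.5% in these data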;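 further: enzyme runs in reverse so mevalonate oxidation gives rising NADPH absorbance; 0% = complete reaction with DMSO and 100% = background rate lacking mevalonate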
TNAP inh noacc: blocks human TNAP activity with no phosphate acceptor present; purified TNAP, CDP-star luminescence, 30 min; P05186; 200,000 tested, 0.26% active; inhibition, % at 20 µM;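 active means tissue-nonspecific alkaline phosphatase inhibition above about 50% at 20 µM in the single-dose screen, limit read from the data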;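 further: 0% = DMSO negative control and 100% = EDTA positive control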
TNAP act hiacc: TNAP (human) activation, high acceptor; P05186; purified TNAP, CDP-star luminescence, 1 M DEA, 30 min; stronger effect = higher value; 0 = EDTA background, 1 = DMSO-only activity; activation factor at 20 µM; 200,000 tested, under 10 active; AID 1136;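 active means activation factor at least 2 at 20 µM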
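Assay system: human TNAP; Input: enzyme diluted 1/800 final; Reagent: CDP-star luminogenic substrate at 100 µM final; Timing: 30 min, room temperature; Signal: luminescence; Evaluation: TNAP activation factor scaled between EDTA and DMSO control wells.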
bIAP activator: increases bovine intestinal alkaline phosphatase activity | purified bovine IAP, CDP-star luminescence, 30 min; stronger effect = higher value; fold of DMSO-control signal, blank-subtracted | activation factor at 20 µM | 200,000 tested, 0.17% active | AID 1016;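 active means activation factor of 2 or more at 20 µM, a signal rise over negative controls twice the positive control's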
PPARg SRC-2 ag: PPARgamma-driven SRC-2 recruitment agonism; PPARgamma LBD-SRC-2 recruitment, biochemical; activation, % at 8 µM; 200,000 tested, 0.34% active; in the data active means activation above about 22%;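 further: 0% = vehicle and 100% = reference agonist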
PPARg SRC-1 ag: PPARgamma-driven SRC-1 recruitment agonism | P37231 | PPARgamma-SRC-1 coactivator recruitment biochemical assay | activation, % at 8 µM | 200,000 tested, 0.41% active; in the data active means activation above about 19%;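 further: 0% = DMSO and 100% = reference agonist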
An asterisk follows results filed as active; / = not tested or not shown; & = joins results of further samples.

Values run as follows: TNAP inh hi DEA | PPARg SRC3 recr | PPARg SRC-2 ag | SRC2 TRFRET art | bIAP inhibitor | bIAP activator | Efa HMGR inh | TNAP act hiacc | PPARg SRC-1 ag | TNAP inh noacc
CCNc1nc(OCCNS(=O)(=O)c2cc(C)ccc2C)nc(N(C)C)n1
 : -11 | -5 | -4 | 1566 | 7 | 0.9 | -2 | 1.1 | 7 | -10
O=C(CO/N=C1\CCCc2nonc21)Nc1ccc(Br)cc1
 : 6 | -3 | -3 | 1451 | 9 | 0.9 | -3 | 0.9 | -1 | -6
COc1ccc(-c2[nH]ncc2CN2CCC(N3CCSCC3)CC2)c(F)c1
 : -6 | 4 | 3 | 1638 | -2 | 1 | -3 | 1.1 | -10 | 75*
COc1ccc(NC(=O)NC(C)(C(F)(F)F)C(F)(F)F)cc1
 : 0 | -5 | 8 | 1726 | -3 | 1 | / | 1 | 13 | -6
O=C(COc1ccc([N+](=O)[O-])cc1)Nc1ccc(C(=O)Nc2ccccc2C(=O)O)cc1
 : 3 | 5 | 4 | 1542 | 3 | 1 | 3 | 1 | 4 | -1
CCOC(=O)CCSc1nc2c(c(C(F)(F)F)c1C#N)CCC2
 : -6 | -2 | -7 | 1427 | 5 | 1 | -3 | 1.1 | -2 | -11
O=C(Cn1cc(C(F)(F)F)ccc1=O)N/N=C/c1ccc(Cl)c(Cl)c1
 : 0 | -3 | 5 | 1607 | -42 | 1.4 | -2 | 1 | -1 | 4
COC(=O)c1c(NC(=O)CSc2nncs2)sc2c1CCCCC2
 : -4 | -4 | 1 | 1574 | 0 | 1 | -4 | 1 | 5 | -7
Cc1ccc2c(c1)c1c(n2CC(O)Cn2c(C)nc3ccccc32)C(=O)CCC1 (centres undefined)
 : -2 | 3 | 8 | 1647 | -8 | 1.1 | -1 | 1 | 4 | -2
O=C(CN1CCN(C(=O)c2ccco2)CC1)Nc1cccc([N+](=O)[O-])c1
 : -5 | -1 | -19 | 1685 | 8 | 0.9 | -4 | 1.1 | -7 | -10
CCOC(=O)C1(CCc2ccccc2)CCN(C(=O)Cc2nonc2C)CC1
 : -8 | -3 | 13 | 1547 | 3 | 1 | -4 | 1.1 | -2 | -13
Cc1ccc(NC(=O)N(Cc2ccco2)C(C)c2ccco2)cc1C (centres undefined)
 : -4 | 0 | 0 | 1676 | 10 | 0.9 | -3 | 1 | 4 | 0
Cc1cc(C(=O)COC(=O)CC2Sc3ccccc3NC2=O)c(C)n1-c1cccc(C(F)(F)F)c1 (centres undefined)
 : -5 | -1 | -6 | 1451 | 33 | 0.7 | 1 | 1.1 | 0 | -3
COc1ccc2nc(Nc3nc4cc5c(cc4s3)OCO5)sc2c1
 : -8 | 5 | 3 | 1735 | -2 | 1 | -1 | 1.1 | 2 | -169
Cc1ccc(/C=C/C(=O)N2CCN(Cc3ccccc3)CC2)o1
 : -2 | -1 | -3 | 1449 | 3 | 1 | 1 | 1 | 1 | -16

The list continues:
Values run as follows: TNAP inh hi DEA | PPARg SRC3 recr | PPARg SRC-2 ag | SRC2 TRFRET art | bIAP inhibitor | bIAP activator | Efa HMGR inh | TNAP act hiacc | PPARg SRC-1 ag | TNAP inh noacc
CSc1ccccc1NC(=O)C1C2CCC(C2)C1C(=O)O (centres undefined)
 : -3 | -5 | -2 | 1521 | 3 | 1 | -6 | 1 | 3 | -4
NC(=O)C1(N2CCCCC2)CCN(C(=O)CCCn2c(=O)[nH]c3ccsc3c2=O)CC1
 : -2 | / | / | / | -2 | 1 | -10 | 1 | / | 14
CC(=NCCc1ccccc1)C1=C(O)CCC1=O
 : -5 | -2 | 7 | 1437 | 2 | 1 | -3 | 1 | 5 | -19
O=C(NC1CCCC1)C(c1ccc(F)cc1)N(Cc1ccccc1Cl)C(=O)CCl (centres undefined)
 : -3 | -1 | 2 | 1497 | 28 | 0.7 | 1 | 1 | 0 | -16
N#Cc1ccccc1OCC(=O)NC(=O)NCc1ccccc1
 : -3 | -4 | 3 | 1601 | -8 | 1.1 | -8 | 1 | -4 | -10
COc1ccc(Nc2nc3ccccc3s2)cc1
 : -4 | 1 | 5 | 1303 | -16 | 1.2 | -2 | 1 | -4 | -5
COc1cccc(C(=O)N/N=C/c2ccc(OC3CSC3)cc2)c1
 : -3 | 4 | 13 | 1546 | 11 | 0.9 | -6 | 1 | 2 | -5
COC(=O)C1(NC(=O)NC23CC4CC(CC(C4)C2)C3)CCCCC1
 : -1 | 0 | 0 | 1397 | 9 | 0.9 | 2 | 1 | 2 | -7
Cn1[nH]c(C(F)(F)F)c(C=NCc2ccc(Cl)cc2)c1=O
 : -1 | 1 | 3 | 1515 | -2 | 1 | 1 | 1 | -4 | 27
CC1CCCN(c2ccc(C(=O)Nc3ccc4c(c3)OCO4)cc2[N+](=O)[O-])C1 (centres undefined)
 : 7 | 2 | -2 | 1518 | -23 | 1.2 | 2 | 0.9 | 2 | -7
COc1ccc(C(=O)N2CC=C(c3ccccc3)CC2)cc1S(=O)(=O)N1CCOCC1
 : -2 | 6 | -9 | 1539 | 4 | 1 | -2 | 1 | 10 | -3
CCc1cc2c(-c3ccccc3)cc(=O)oc2cc1OC(=O)c1cccs1
 : 2 | -4 | 8 | 1527 | -5 | 1 | -3 | 1 | -10 | 27
CC1=CN2C(=N)/C(=C/c3ccc(Sc4ccc(C)cc4)o3)C(=O)N=C2S1
 : 18 | 4 | 13 | 1507 | 4 | 1 | 3 | 0.8 | 5 | 16
O=C(Nc1cccc(NC(=O)c2ccco2)c1)c1ccc2c(c1)OCO2
 : -7 | -2 | 4 | 1644 | 25 | 0.7 | 0 | 1.1 | 4 | -10
Cc1noc(C)c1C(=O)Nc1sc(C)c(-c2ccccc2)c1C#N
 : -2 | -9 | 9 | 1572 | -2 | 1 | 0 | 1 | 13 | -9

More records:
Values run as follows: TNAP inh hi DEA | PPARg SRC3 recr | PPARg SRC-2 ag | SRC2 TRFRET art | bIAP inhibitor | bIAP activator | Efa HMGR inh | TNAP act hiacc | PPARg SRC-1 ag | TNAP inh noacc
CCc1nnc(NS(=O)(=O)c2ccc(NC(=O)c3ccco3)cc2)s1
 : -4 | 2 | 10 | 1680 | -11 | 1.1 | -1 | 1 | 9 | -14
CCc1nc(SCC(=O)N2CCN(c3ccccc3)CC2)c2c(=O)n(C)c(=O)n(C)c2n1
 : -5 | 3 | -1 | 1411 | 0 | 1 | -2 | 1 | 4 | -6
CCCCc1ccc(NC(=O)CSCc2cc(=O)[nH][nH]2)cc1
 : -1 | 3 | 3 | 1550 | -27 | 1.3 | 1 | 1 | 2 | -4
COc1cccc(N2C(=O)CC(c3c[nH]c4ccccc34)C2=O)c1 (centres undefined)
 : 0 | -5 | 0 | 1501 | 14 | 0.9 | 2 | 1 | 0 | -9
CC(C)N1CCc2c(sc(NC(=O)c3cc4cc([N+](=O)[O-])ccc4s3)c2C(N)=O)C1
 : 14 | -3 | -2 | 1564 | 0 | 1 | -1 | 0.9 | 8 | 8
Cn1nc([N+](=O)[O-])nc1Oc1ccccc1C(=O)N1CCOCC1
 : -4 | 2 | -6 | 1556 | -10 | 1.1 | 0 | 1 | 6 | -8
CC(=O)N(C(C)=O)c1nc2nc(C)cc(C)n2n1
 : 0 | 2 | 5 | 1625 | -11 | 1.1 | 1 | 1 | 0 | -6
CC1Cc2nc(SCC(=O)N3CCN(c4ccccc4)CC3)n(CCc3ccccc3)c(=O)c2S1 (centres undefined)
 : -1 | -6 | 0 | 1337 | -4 | 1 | -1 | 1 | -2 | 7
Cc1cccc2c(N=Nc3ccc(S(=O)(=O)Nc4cccc(Cl)c4)cc3[N+](=O)[O-])c(O)[nH]c12
 : 18 | 2 | -5 | 1513 | 38 | 0.6 | -9 | 0.8 | 7 | 19
CN(CC(=O)N1CCc2ccccc21)S(=O)(=O)c1ccc(Br)s1
 : -7 | -7 | -1 | 1495 | 33 | 0.7 | -12 | 1.1 | -1 | -10
COc1cc(C2C(C#N)=C(N)Oc3cc(C)oc(=O)c32)cc2c1OCO2 (centres undefined)
 : -3 | 12 | 4 | 1516 | -3 | 1 | -5 | 1 | 3 | -6
CC(C)CNC(=O)c1coc(=O)c(Br)c1
 : -7 | 1 | 5 | 1505 | 11 | 0.9 | 4 | 1.1 | 0 | -12
C=CCNC(=O)c1cc(Cl)ccn1
 : 0 | 0 | 3 | 1702 | -10 | 1.1 | -4 | 1 | 2 | -8
Oc1cccc(C=NCc2ccccc2)c1
 : 2 | 6 | 14 | 1693 | 27 | 0.7 | 1 | 1 | -1 | -2
Cc1nn(CC(=O)Nc2ccc3c(c2)nc(CCN2CCCCC2)n3C)c(=O)c2ccccc12
 : -7 | -4 | -4 | 1504 | -10 | 1.1 | -6 | 1.1 | -1 | -9

Next section
Values run as follows: TNAP inh hi DEA | PPARg SRC3 recr | PPARg SRC-2 ag | SRC2 TRFRET art | bIAP inhibitor | bIAP activator | Efa HMGR inh | TNAP act hiacc | PPARg SRC-1 ag | TNAP inh noacc
Cc1c(Cc2ccccc2)c(=O)oc2cc(OCC(=O)c3ccccc3)ccc12
 : 3 | -2 | -3 | 1286 | 20 | 0.8 | -2 | 1 | 6 | -3
Cc1cc(Br)ccc1NC(=O)CNC(=O)CN(C)Cc1nc2ccccc2c(=O)[nH]1
 : -2 | 4 | 16 | 1486 | -40 | 1.4 | -10 | 1 | 1 | -92
CCCCc1cc(=O)oc2cc(C)cc(OCc3nn[nH]n3)c12
 : -9 | 0 | 6 | 1496 | 5 | 0.9 | -4 | 1.1 | 2 | 13
CCCn1c(=O)c(-c2nc3ccccc3[nH]2)c(O)c2ccccc21
 : -6 | 3 | 2 | 1509 | -8 | 1.1 | 4 | 1.1 | 6 | -31
CCOc1ccc(N2C(=O)CC(N3CCC(NC(=O)Nc4ccccc4)CC3)C2=O)cc1 (centres undefined)
 : -6 | -1 | 2 | 1605 | -7 | 1.1 | -1 | 1.1 | 4 | -11
Cc1ccc(NC(=O)c2cc(-c3ccco3)nc3ccccc23)cc1S(=O)(=O)N1CCOCC1
 : 3 | -1 | 3 | 1494 | -4 | 1 | -5 | 1 | 1 | 1
COc1ccccc1OCC(=O)O
 : -8&-4 | 1&-4 | 5&14 | 1573&1623 | 14&15 | 0.9&0.9 | -2&-8 | 1.1&1 | 4&1 | -16&-12
C=CCN(c1ccc(C(=O)Nc2cc(C)cc(C)c2)cc1)S(C)(=O)=O
 : -1 | -2 | -3 | 1564 | -5 | 1.1 | 1 | 1 | 0 | -5
Cc1ccc(S(=O)(=O)/N=C(/c2ccccc2)N(C)c2ccc(O)cc2)cc1
 : -2 | -1 | 3 | 1484 | 8 | 0.9 | -1 | 1 | 4 | -10
O=c1c2c3c(sc2nc2n1CCC2)CCCCC3
 : -1 | 4 | -10 | 1420 | 6 | 0.9 | -5 | 1 | -5 | -5
COC(=O)CCN(C)CCC(=O)OC
 : -2 | 4 | 5 | 1815 | 8 | 0.9 | 1 | 1 | 2 | -8

Three compounds already listed, sorted by the number in TNAP inh hi DEA, low to high.
canonical_smiles	TNAP inh hi DEA
CCCCc1cc(=O)oc2cc(C)cc(OCc3nn[nH]n3)c12	-9
Cc1ccc(S(=O)(=O)/N=C(/c2ccccc2)N(C)c2ccc(O)cc2)cc1	-2
Cc1ccc(NC(=O)c2cc(-c3ccco3)nc3ccccc23)cc1S(=O)(=O)N1CCOCC1	3

Screens (PubChem BioAssay)
